Insulin prom inh – inhibitors of insulin promoter-driven GFP, primary screen, imaging, TRM-6 cells (human fetal islet line), eGFP reporter, cell count | reporter expression induced with tamoxifen | hit rate 0.9% among 130,000 | inhibition, % at 2 µM | AID 1273, 2008;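 active = inhibition above the mean plus 3 SD, with well images judged a real hit on visual review, cut at about 60% in these data, passing the limit was not always enough; inconclusive = inhibition over the cutoff but images rejected on review; inactive = inhibition not above the cutoff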
SDO1 yeast rescue – growth rescue of sdo1-depleted yeast, primary screen, S. cerevisiae, bone marrow failure model. S. cerevisiae sdo1-depleted JHY4D growth rescue, OD600 30 h; hits give high values; pdr5 snq2 efflux-pump mutant strain. z-score at 10 µM. hit rate 0.21% among 140,000;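 active = z-score above 3 at both the 24 hr and the 30 hr optical density reads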;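 also: z-score against mean and SD of all compound wells on the same plate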
SDO1 yeast rescue Rescue 24 h – further read-out of SDO1 yeast rescue, marked with its call; z-score; S. cerevisiae sdo1-depleted JHY4D growth rescue, OD600; measured here: growth rescue at 24 h;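 0 is the plate mean of compound wells and units are plate SD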
* marks the source's active call; other numbers are inactive results; i = inactive; u = inconclusive; x = no result given; [ ] = dose if it differs, or a comment.

SMILES	Insulin prom inh	SDO1 yeast rescue	SDO1 yeast rescue Rescue 24 h
COc1cccc(C(=O)Nc2cccc(OCC(=O)O)c2)c1	-20	-0.62	-2
O=C(c1cccc(N2C(=O)C3CC=CCC3C2=O)c1)N1CCCc2ccccc21 (stereo unspecified)	-8	x	x
CC(=O)N1CCN(C(=S)NCc2ccccc2)CC1	x	0.92	0.96
COc1ccc(NC(=O)Nc2cccc(C)n2)cc1	x	-0.35	-0.69
CSc1ccccc1-n1nnnc1SCC(=O)Nc1ccccc1C	x	-0.8	-1.1
COc1ccc(-n2c(SCC(N)=O)nnc2-c2ccccc2F)cc1	48	0.08	-0.57
Cc1cc(C)c(OC2(c3ccccc3)OC(=O)c3ccccc32)c(C)c1 (stereo unspecified)	-58	-1.2	-0.93
CCC(C)(C)NC(=O)/C=C/c1cc(OC)c(OC)c(S(=O)(=O)N2CCc3ccccc32)c1	-3	x	x
CCn1c(=O)c([N+](=O)[O-])c(Cl)c2ccccc21	36	x	x
Cc1nn(-c2ccccn2)c2c1C(c1ccccc1Cl)C1=C(N2)c2ccccc2C1=O (stereo unspecified)	-16	-0.7	0.05
CCn1cc(-c2cc(C(F)(F)F)n3nc(C(=O)O)cc3n2)c(C)n1	x	-0.45	-0.85
CCOC(=O)c1cccnc1SC(CC)C(=O)N1CCOCC1 (stereo unspecified)	x	0.82	1.4
CCCCCC(=O)c1c(C)[nH]c(C(=O)OCC)c1C	25	0.74	-0.45
CC(NC(=O)CN1CCC(C(N)=O)CC1)c1ccccc1 (stereo unspecified)	3	0.08	0.07
C=CCN1C(=O)/C(=C/c2ccc(OCC(=O)O)cc2)S/C1=N/c1nccs1	22	1.3	1

Filtered by structure, those above containing an aryl methoxy group
SMILES	Insulin prom inh	SDO1 yeast rescue	SDO1 yeast rescue Rescue 24 h
COc1cccc(C(=O)Nc2cccc(OCC(=O)O)c2)c1	-20	-0.62	-2
COc1ccc(NC(=O)Nc2cccc(C)n2)cc1	x	-0.35	-0.69
COc1ccc(-n2c(SCC(N)=O)nnc2-c2ccccc2F)cc1	48	0.08	-0.57
CCC(C)(C)NC(=O)/C=C/c1cc(OC)c(OC)c(S(=O)(=O)N2CCc3ccccc32)c1	-3	x	x

More records follow.
SMILES	Insulin prom inh	SDO1 yeast rescue	SDO1 yeast rescue Rescue 24 h
CCOc1ccccc1C(=O)Nc1nccs1	30	0.4	0.31
CC(=Nc1ccccc1C)C1=C(O)CSC1=O	-4	0.84	0.56
CCOc1cc(C(=O)O)cc(Cl)c1OC	22	0.58	0.76
CC(C)CCNC(=O)c1cccc(C(=O)NCCC(C)C)c1	-143	0.78	0.35
CCn1c(=O)cc(OCC(=O)N2CCN(c3ccc(F)cc3)CC2)c2ccccc21	47	x	x
COC(=O)c1ccc(OC(=O)C2CC(=O)N(c3ccc(C)cc3C)C2)cc1 (stereo unspecified)	-32	0.54	0.21
CC(=O)N1CCn2c3c(c(=O)c4cc(C)ccc42)CCC31 (stereo unspecified)	x	0.68	-0.28
COc1ccc2c(Cl)c(C(=O)NN)sc2c1	-49	0.58	-0.02
CC(=O)Nc1nc2n(n1)C(c1ccccc1)C=C(c1ccccc1)N2 (stereo unspecified)	x	0.67	0.48
CCc1nc2cc(C)nn2c2nc3ccccc3n12	x	0.86	0.97
O=C(CCc1nc2ccccc2c(=O)[nH]1)NCc1ccccn1	8	x	x
CN(C)C(=O)C(NC(=O)c1ccccc1)=C(Cl)Cl	7	x	x
O=C(Nc1nc2ccc(S(=O)(=O)N3CCCC3)cc2s1)C1CCCCC1	-12	-0.96	-0.67
O=C(Nc1cccc(Cl)c1)c1ccc(F)c(S(=O)(=O)NCc2ccc3c(c2)OCO3)c1	-14	-0.38	0.03
CS(=O)(=O)N1N=C(c2ccccc2)CC1c1ccc2c(c1)OCO2 (stereo unspecified)	i	0.56	-0.45
O=C(CCNS(=O)(=O)c1ccc(Br)s1)Nc1ccc(Cl)cc1	-26	-1.6	-0.55
COc1cc(/C=C2/NC(=O)NC2=O)cc(Br)c1OCc1ccc(C(=O)O)cc1	-8	x	x
CCOC(=O)c1c(CN2CCCCC2)n(C)c2cc(Br)c(OC)cc12	22	0.42	0.48
C=CCSc1nnc(NC(=O)c2nc(SCC)ncc2Cl)s1	0	-1.6	-0.92
Nc1nc(SCC(=O)NC2CCCCCC2)[nH]c(=O)c1-c1ccccc1	-68	1.5	2.1
COc1cc(NC(=S)N2CCC(C(O)(c3ccccc3)c3ccccc3)CC2)cc(OC)c1	3	0.49	0.71
COc1ccc(NCc2nnc(SCc3ccccc3)n2-c2ccc(OC)cc2)cc1	-43	-0.98	-1
COC(=O)c1cc2sc(Cl)cc2n1CC(=O)NCC1CCCO1 (stereo unspecified)	6	0.98	0.25
CCOc1ccccc1N(CC(=O)NC1CCCCC1)C(=O)CNC(=O)c1ccco1	-338	-0.21	0.12
Cc1nn(Cc2cccc(C(=O)NC3CCCCC3)c2)c(C)c1Cl	69	-1	-0.72
COc1cccc(CNC(=O)CSCc2cnn(-c3ccccc3)c2-n2cccc2)c1OC	-32	-1.3	-1.1
O=C(CS(=O)(=O)Cc1ccccc1)Nc1nc2c(s1)CCCC2	-3	-0.41	-0.02
Cc1ccc(-c2nc3ccccc3n2C)o1	57	0.72	0.49
NC(=O)c1nsnc1-c1ccccc1O	x	0.53	0.7
COC(=O)c1c(NC(=O)Cc2ccccc2)sc(C)c1C	-9	-0.87	-0.78
CC(C)OC(=O)c1cccnc1SCc1cc(=O)n2ccccc2n1	x	-0.66	-0.66
c1ccc(CN2CCOCCOCCOCCOCCOCCOCC2)cc1	29	x	x
Cc1cc(C)c(C(=O)COc2cccnc2[N+](=O)[O-])cc1C	-54	0.19	-0.31
CC1=C(C(=O)OC(C)C)C(c2ccccc2Cl)CC(=O)N1 (stereo unspecified)	-17	-0.67	-0.83
COc1ccc(OC)c(S(=O)(=O)N2Cc3ccccc3CC2C(=O)O)c1 (stereo unspecified)	50	-0.23	0.41
CCCCn1c(CN2CCN(c3cccc(Cl)c3)CC2)nc2c1c(=O)n(C)c(=O)n2C	0	-0.4	-0.82
Nc1cccc(S(=O)(=O)Nc2ccccc2)c1	-46	x	x
COc1ccc(-c2nc(NC(=O)Cn3c(=O)oc4ccccc43)sc2C)cc1	31	-0.99	-0.43
CCN(CC)c1ncnc2c1cnn2Cc1ccc(Cl)cc1	36	x	x
COc1ccccc1C(=O)N1CCCN(C(=O)c2ccccc2OC)CC1	27	0.48	-0.25
CCOc1ccc(NC(=O)CSc2nnc(-c3ccccc3)n2N)cc1	x	1	1
NC(=O)c1ccccc1NC(=O)CCCN1C(=O)CCC1=O	-27	0.12	0.19
CCN(CC)C(=O)Cn1c(=O)n(Cc2ccccc2Cl)c2c1c(=O)n(C)c(=O)n2C	14	x	x
Cc1cc(Nc2ccccc2)n(-c2ccccc2)n1	0	0.59	0.37
Cc1c(CNC(=O)c2nn3c(c2Cl)NC(c2ccccc2)CC3C(F)(F)F)cnn1C (stereo unspecified)	x	0.86	2
O=C1S/C(=C\c2ccc(N3CCOCC3)o2)C(=O)N1Cc1ccc(F)cc1	-13	-0.62	-0.59
C#CCn1c(=NC(=O)c2ccc(Br)s2)sc2cc(NC(C)=O)ccc21	22	0.28	0.08
Fc1ccc(-n2cc(CNCCc3ccncc3)c(-c3ccccc3Cl)n2)cc1	-65	x	x
COc1cccc(/C=N/NC(=O)c2[nH]c(C)c(C(=O)N/N=C/c3cccc(OC)c3O)c2C)c1O	10	0.04	1.6
CSCCC(NC(=O)c1ccc([N+](=O)[O-])cc1Cl)C(=O)OCC(=O)NCCCc1ccccc1 (stereo unspecified)	0	-0.7	-0.15
CSCCC(NC(=O)c1ccc([N+](=O)[O-])cc1Cl)C(=O)OCC(=O)NCC(F)(F)F (stereo unspecified)	x	0.94	0.49
c1ccc2c(c1)CCCN2Cc1nnnn1C1CCCC1	x	0.08	0.13
N#CC(C#N)C(c1ccsc1)c1c(-c2ccccc2)[nH][nH]c1=O (stereo unspecified)	32	-0.25	-0.17
COc1ccc(OC)c(NC(=O)[C@H]2CC=CC[C@H]2C(=O)O)c1	44	1.7	2
Cc1nn(Cc2ccccc2)c(Cl)c1C(=O)NCCc1ccc(Cl)cc1	-38	-0.42	-0.32
CCCCC(CC)CNC(=O)CN(C)S(=O)(=O)c1cccc2nsnc12 (stereo unspecified)	x	0.09	0.26
CCn1c(SCC(=O)NC(C)(C)C)nc(O)cc1=O	x	-0.16	0.01
CCOC(=O)C(NCCc1ccccc1F)(NC(C)=O)C(F)(F)F (stereo unspecified)	x	0.11	-0.04
O=C(CN1C(=O)c2ccccc2S1(=O)=O)N1CCN(Cc2ccc3c(c2)OCO3)CC1	50	1.2	1.3
COc1ccc(N2CCN(C(CNC(=O)c3cccc(Cl)c3)c3cccnc3)CC2)cc1 (stereo unspecified)	u	-0.17	-0.52

More compounds follow.
SMILES	Insulin prom inh	SDO1 yeast rescue	SDO1 yeast rescue Rescue 24 h
C=CCOc1ccc(C2OC34CCCCC3C(C#N)(C#N)C2(C#N)C(=N)O4)cc1 (stereo unspecified)	6	0.33	0.6
C/C(=C\C=C\c1ccccc1)C(=O)c1c(C)cc(C)[nH]c1=O	45	x	x
CCn1c(SCC(=O)NCc2ccccc2)nnc1-c1cccnc1	0	x	x
O=C(c1ccc(CNS(=O)(=O)c2cccc(C(F)(F)F)c2)cc1)N1CCOCC1	21	-0.28	-0.67
CC(C)(C)c1ccc(-c2nnc(SCC(=O)NC3CCS(=O)(=O)C3)n2N)cc1 (stereo unspecified)	u	x	x
CCCOC(=O)C1=C(C)NC2=C(C(=O)CCC2)C1c1cccs1 (stereo unspecified)	x	0.35	-1.1
O=C(CCS(=O)(=O)c1cc(Br)cc2c1N(C(=O)C1CC1)CC2)NCC1CCCO1 (stereo unspecified)	18	0.13	-0.46
CCNc1nc(N)nc(Oc2ccc(OCC)nn2)n1	20	1.3	0.93
NC(=O)c1cc(-c2ccccc2)nc(Oc2ccccc2)n1	-100	-0.49	-0.46
Cc1ccc(-n2ncc3c(NCc4ccccc4)ncnc32)cc1	x	0.47	2.6
Cc1cc(C(C)(C)C)oc1C(=O)N(CC(=O)NC1CCCC1)Cc1ccc(Cl)cc1	19	-1.3	-0.76
O=C(Nc1ccc(N2CCN(C(=O)c3ccccc3)CC2)cc1)c1cc2ccccc2o1	-65	-1.7	-0.66
O=C(Nc1ccccc1)C1CC(=O)N(C2CCCCC2)C1 (stereo unspecified)	-45	4.1*	3.6*
O=C(Nc1ccc(Cl)cc1)NC1CCCCC1	0	-0.31	-0.29
CCOC(=O)c1c(C)n(C)c2ccc(OCCN(C)C)cc12	39	0.74	0.52

The list goes on; the last five above are carried over.
SMILES	Insulin prom inh	SDO1 yeast rescue	SDO1 yeast rescue Rescue 24 h
Cc1cc(C(C)(C)C)oc1C(=O)N(CC(=O)NC1CCCC1)Cc1ccc(Cl)cc1	19	-1.3	-0.76
O=C(Nc1ccc(N2CCN(C(=O)c3ccccc3)CC2)cc1)c1cc2ccccc2o1	-65	-1.7	-0.66
O=C(Nc1ccccc1)C1CC(=O)N(C2CCCCC2)C1 (stereo unspecified)	-45	4.1*	3.6*
O=C(Nc1ccc(Cl)cc1)NC1CCCCC1	0	-0.31	-0.29
CCOC(=O)c1c(C)n(C)c2ccc(OCCN(C)C)cc12	39	0.74	0.52
COC(=O)c1ccc(CN2CCN(CC=C(C)C)C(CCO)C2)cc1 (stereo unspecified)	7	x	x
CCc1cc(-c2n[nH]c(=S)n2C(C)c2ccccc2)cs1 (stereo unspecified)	-40	-2	-0.7
COC(=O)c1cc2c(s1)-c1ccccc1CC2	0	0.02	-0.34
OC1C2CN3CCN(C2)CC1(Cc1ccccc1)C3 (stereo unspecified)	-281	-0.33	-0.38
CCN(Cc1ccccc1)S(=O)(=O)c1ccc(S(=O)(=O)N2CCN(CCC#N)CC2)cc1	x	-1.7	-1.4
O=C(OC1CSc2nc3ccccc3n2C1)c1ccco1 (stereo unspecified)	23	-0.13	0.32
COc1ccc(CNC(=O)COC(=O)CCc2c[nH]c3ccccc23)cc1	0	x	x
Cc1ccc(-c2n[nH]c(=O)c3ccccc23)cc1S(=O)(=O)NCCN1CCOCC1	x	0.35	-1.3
COc1ccccc1NC(=O)Nc1ccc2c(c1)OCCO2	26	0.47	0.15
CC(=O)Nc1cc(NC(C)=O)c(CC(C)C)s1	27	0.9	1
Cc1cccc(N2CCN(c3ccc(C(N)=O)cc3[N+](=O)[O-])CC2)c1C	-6	x	x
c1ccc(-n2ncc3c(NCC4CCCO4)ncnc32)cc1 (stereo unspecified)	x	1.1[7.3 µM]	1.5
CSCCC(NC(=O)C12CC3CC(CC(C3)C1)C2)C(=O)OCC(=O)c1ccc(C)cc1 (stereo unspecified)	x	-0.08	1.3
COc1ccc(NC(=O)CCOc2ccccc2)cc1	-5	-0.97	-1.2
CCOC(=O)Nc1sc(C)nc1-c1ccccc1	x	0.18	-0.23
Cc1ccc(Cl)c2c1NC(=O)C2(O)CC(=O)c1ccc(F)cc1 (stereo unspecified)	-24	0.62	-0.47

High-throughput results from PubChem BioAssay.
